Assay outcomes deposited in PubChem BioAssay by National Center for Advancing Translational Sciences (NCATS).
AmpC det inh: Promiscuous and Specific Inhibitors of AmpC Beta-Lactamase (assay with detergent) | Potency, µM (titrated, usually from 28.7 µM), without a hit: at the top dose activity change, negative = inhibition | P00811 | purified AmpC, nitrocefin hydrolysis with detergent | 71,000 compounds, 0.09% hits; active = well fitted curve in the direction sought with a large enough effect
Target sequence (P00811 whole entry, looked up): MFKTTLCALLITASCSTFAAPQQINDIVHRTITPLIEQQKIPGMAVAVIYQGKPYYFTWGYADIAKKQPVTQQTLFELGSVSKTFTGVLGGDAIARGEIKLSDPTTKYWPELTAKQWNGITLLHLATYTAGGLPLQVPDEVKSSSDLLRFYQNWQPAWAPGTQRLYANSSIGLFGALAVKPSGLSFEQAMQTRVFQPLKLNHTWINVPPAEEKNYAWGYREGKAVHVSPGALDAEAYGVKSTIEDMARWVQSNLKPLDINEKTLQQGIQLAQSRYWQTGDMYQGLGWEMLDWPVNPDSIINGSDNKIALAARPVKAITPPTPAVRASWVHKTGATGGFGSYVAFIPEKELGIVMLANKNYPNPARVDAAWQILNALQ
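E. coli AmpC (5.3 nM) in 20 mM phosphate pH 7.0 with 0.01% Triton X-100, preincubated 15 min RT with compound; nitrocefin (2 uL of 800 uM stock) hydrolysis followed by 480 nm absorbance every 20 s over 4 min.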
* marks the source's active call; other numbers are inactive results; [ ] = remark or other dose. % is scaled to controls: 0 for no effect and ±100 for the full control effect; potency is read from the fitted curve at half-maximal effect. Only part of the results is shown; rates above refer to the full screens.

SMILES	AmpC det inh
Cc1ccc(S(=O)(=O)N2CCCC2C(=O)NC2CCCCC2)cc1 (configuration not stated)	-4%
Cc1cc(C)n(S(=O)(=O)c2cc(C)c(C)cc2C)n1	-3%
c1ccc(Nc2ncncc2-c2ccc3c(c2)OCO3)cc1	7%
Cc1n[nH]c(C)c1S(=O)(=O)N1CCCCCC1	-4%
Cc1cccc(CCNC(=O)C2CCCN(S(=O)(=O)c3cccc4nsnc34)C2)c1 (configuration not stated)	-6%
CCN1CCN(CCCNC(=O)c2csc3c2CCCCC3)CC1	-5%
CCNC(=O)C(C)Sc1ccc(Cl)cc1 (configuration not stated)	-7%
COC(=O)Cc1[nH]nc2c1C(C1C=CCCC1)C(C#N)=C(N)O2 (configuration not stated)	9%
COc1ccc(C)cc1NC(=O)c1ccoc1C	2%
O=C(c1cc2nc(-c3ccc(F)cc3)cc(C(F)(F)F)n2n1)N1CCCC1	-2%
O=C(CN1C2=NCCN2c2ccccc21)c1ccc2c(c1)OCO2	1%
COc1ccc(CCNC(=O)CCSc2nc(-c3ccco3)cc(C(F)(F)F)n2)cc1OC	14%
Cc1ccc2c(c1)NC(=O)C(N1CCOCC1)(C(F)(F)F)O2 (configuration not stated)	-1%
O=C(O)C1CC(=O)N(c2ccc(OCc3ccccc3Cl)cc2)C1 (configuration not stated)	-2%
CCc1cccc(NC(=O)CN2C(=O)NC3(CCCCCCC3)C2=O)c1	-3%
O=[N+]([O-])c1ccc(Cl)c(Cl)c1Cl	6%
COCCn1c(=O)c(-c2cccc(C#N)c2)nc2cnc(N3CCNCC3)nc21	-2%
CCn1c(COc2ccccc2)nnc1SCC(=O)C(C)(C)C	-4%
CCCc1[nH]nc2c1C(c1ccc(OCCN3CCOCC3)c(OCC)c1)C(C#N)=C(N)O2 (configuration not stated)	-2%
Fc1ccc(-c2nnc(CSc3nnc(-c4ccc5c(c4)OCO5)o3)o2)cc1	-6%
CCN(CC(=O)N1CCN(C)CC1)S(=O)(=O)c1ccc(Cl)cc1	-3%
COC(=O)[C@@H](NC(=O)NC(C)CCc1ccccc1)C(C)C (some centres not stated)	0%
O=c1c2[nH]c3ccccc3c2ncn1CCN1CCOCC1	-2%
COc1cccc(C(=O)NC2CC3CCCC(C2)N3CC(=O)Nc2ccccc2)c1 (configuration not stated)	-3%
CCCN=C(N)/C(C(=O)OCC)=C(\O)c1ccc(OC)cc1	-2%

Following part.
SMILES	AmpC det inh
O=C(CSc1nnc2ccccn12)NCc1cccs1	9%
COc1ccc(OC)c(C2=NOC(C(=O)NCc3ccccn3)C2)c1 (configuration not stated)	-5%
CC12CN3CC(C)(CN(C1)C3c1ccc(Cl)cc1Cl)C2=O (configuration not stated)	14%
COCCn1c(=O)c(CCc2ccccc2)nc2cncnc21	2%
CCOc1ccc(N=C(NC#N)SC)cc1	1%
COC(=O)C1=C(C)N(c2ccc(C(=O)OC)cc2)C(=O)C1	-5%
CCn1c(SCC(=O)Nc2ccccc2N2CCCCC2)nc2c1c(=O)n(C)c(=O)n2C	-4%
c1ccc2c(c1)CCN(CCCNc1nc3ccccc3n3cnnc13)C2	11%
O=C(Cn1nnc(-c2ccccc2NC(=O)c2cccs2)n1)Nc1ccccc1	-3%
CC1CC(=O)c2cnc(NCc3ccco3)nc2C1 (configuration not stated)	-3%
COc1ccccc1NC(=O)CCC(=O)O	-6%
COc1ccc(-n2c(COc3cccc(C)c3)nnc2SCC(=O)NCc2ccco2)cc1	-1%
CS(=O)(=O)N1CCC(C(=O)N2CCc3ccccc3C2)CC1	-9%
CCN(C(=O)COc1cc(=O)n(CC)c2ccccc12)c1cccc(Cl)c1	-10%
Cc1c(C)n(C(=O)CSc2ncn[nH]2)c2ccccc12	-2%
CS(=O)(=O)N1CCC(C(=O)Nc2ccc(F)cc2F)CC1	1%
Cc1cccc(NCN2C(=O)c3ccncc3C2=O)n1	30%
COc1ccc(CNC(=O)C2CCCN2S(=O)(=O)c2ccc(S(=O)(=O)N(C)C)cc2)cc1 (configuration not stated)	2%
Nc1n[nH]c2c1C1(CCCCC1)Cc1ccccc1-2	-5%
CCOC(=O)c1c(C)[nH]c(C)c1C(=O)CSc1nnc(-c2ccco2)n1Cc1ccccc1	-5%
COc1ccc2cc1Oc1ccc(cc1)C[C@H]1c3cc(c(OC)cc3CCN1C)Oc1c(OC)c(OC)cc3c1[C@@H](C2)N(C)CC3	-1%[5.75 µM]
COC(=O)C1(C)C=CCN1C(=O)c1ccccc1 (configuration not stated)	14%
CCOC(=O)CN(C(=O)CSc1nnc(C)n1-c1ccccc1)c1ccccc1	5%
CCN(CC)CCCNC1CCS(=O)(=O)C1 (configuration not stated)	2%
CCCCOc1cccc(C(=O)N(Cc2cccs2)C2CCS(=O)(=O)C2)c1 (configuration not stated)	10%

Carrying on.
SMILES	AmpC det inh
CCn1c(CNc2ccc(F)cc2)nnc1SCC(=O)OC1CCCCC1	0%
COc1ccc(C(c2nnnn2Cc2ccccc2)N2CCN(C(=O)c3ccco3)CC2)cc1 (configuration not stated)	0%
c1ccc(OCc2nn3c(Cn4cnc5ccccc54)nnc3s2)cc1	-4%
CCOC(=O)N1CCC(NC(=O)Cn2ncc3c4ccccc4n(C)c3c2=O)CC1	13%
CCC1CCCCN1C(=O)Cn1c(=O)oc2ccccc21 (configuration not stated)	33%
Cc1cc(C)n2nc(CCc3nc4nc(C)cc(C)n4n3)nc2n1	-7%
O=C(COC(=O)c1ccco1)Nc1ccc2c(c1)OCO2	-4%
CCOCC(=O)N1CCc2ccccc21	-5%
COC(=O)c1c(NC(=O)CCc2ccc(C)o2)sc(C)c1C	-5%
CCCN(CCC)CCNC(=O)CS(=O)Cc1nc(-c2ccc(C)cc2)oc1C (configuration not stated)	-3%
CN(C)Cc1ccc(O)c(CCc2ccccc2)n1	-2%
CCOC(=O)CC1=C(C#N)C(c2cccnc2)C(C(=O)OCC)=C(N)O1 (configuration not stated)	-3%
CCOC(=O)N1CCN(C(=O)Nc2ccccc2Cl)CC1	-1%
O=C(CSc1nnc(CNc2ccc(F)cc2)n1Cc1ccco1)NC1CC1	-4%
CCc1c(C(=O)Nc2cc(C)ccc2OC)[nH]c(C)c1C(C)=O	-2%
CCOc1ccc(N2C(=O)c3cccnc3C2Nc2ccc(F)cc2)cc1 (configuration not stated)	-2%
COc1cc(NC(=O)c2cc3c(C)nc4ccccc4c3o2)cc(OC)c1OC	2%
CC1CCN(S(=O)(=O)c2ccc(NC(=O)CSc3ncccc3C(=O)O)cc2)CC1	24%
CN[C@@H]1[C@H](O[C@H]2[C@@H](O[C@@H]3[C@@H](O)[C@@H](O)[C@@H](N=C(N)N)[C@@H](O)[C@@H]3N=C(N)N)O[C@@H](C)[C@]2(O)CO)O[C@H](CO)[C@@H](O)[C@@H]1O	-4%[12.8 µM]
COc1ccccc1CN1CCC2(CC1)CCN(C(=O)c1cc(C(F)(F)F)cc(C(F)(F)F)c1)CC2	-4%
CCCCOc1ccc(CSc2ncn[nH]2)cc1	-8%
CCS(=O)(=O)N1CCC(C(=O)NCCCOC)CC1	-1%
CCOC(=O)c1ccccc1NC(=O)CSc1nnc(Cc2cccn2C)n1-c1ccc(C)cc1	1%
COc1ccc(CCNc2nc(N3CCOCC3)nc(N3CCOCC3)n2)cc1OC	-3%
O=c1c2ccccc2nc2n1CCCCC2	-4%

Following part.
SMILES	AmpC det inh
COCCn1nnnc1C(c1ccc(O)c(OC)c1)N1CCc2ccccc2C1 (configuration not stated)	-2%
Cc1cc(=O)oc(C)c1C(=O)NCCC(C)C	0%
COc1ccccc1OCC(=O)NCCNC(=O)COc1ccccc1OC	-2%
Cn1c2ccccc2c2c(C(=O)N3CCC4(CC3)OCCO4)cn(C3CCCCC3)c(=O)c21	-3%
CCCc1[nH]nc2c1C(c1ccc(Br)s1)C(C#N)=C(N)O2 (configuration not stated)	2%
O=S(=O)(NCC1CCN(S(=O)(=O)c2ccccc2)CC1)c1ccccc1	-3%
Cc1nc2cnc(Oc3cccc(Cl)c3)nc2n(C2CC2)c1=O	-1%
COC(=O)C(C)Oc1ccc2c3c(c(=O)oc2c1)CCCCC3 (configuration not stated)	-2%
COC(=O)c1cc(OC)c(OC)cc1NC(=O)c1ccc(Br)o1	5%
COCCCN1Cc2cccc(C(=O)O)c2C1=O	9%
Cc1ccc2c(c1)nnn2C1CCN(S(C)(=O)=O)CC1	-2%
CCOc1ccc(C(=O)N2CCCC2C(=O)O)cc1 (configuration not stated)	-2%
CC(CC1C(C#N)=C(N)OC2=C1C(=O)CCC2)c1ccccc1 (configuration not stated)	8%
CCCCNC(=O)c1ccc2c(c1)N(CC)C(=O)CS2	-2%
CCOc1cc2[nH]c(=O)n(CC3CCC(C(=O)NC4CCCCC4)CC3)c(=O)c2cc1OCC (configuration not stated)	-1%
CCn1c(=O)cc(SCC(=O)N2CCC3(CC2)OCCO3)c2ccccc21	12%
NC(=O)c1ccccc1NS(=O)(=O)c1cccs1	-3%
Cc1cn2c(nc1=O)OC1C(O)C(COC(=O)c3ccccc3)OC12 (configuration not stated)	-4%
COC(=O)c1ccc(CSc2nc3c(c(=O)n2-c2ccc(F)cc2)SCC3)o1	-2%
N#Cc1cccc(-c2cncnc2NCc2cccs2)c1	3%
c1csc(CN2CCC3(CCNCC3)CC2)n1	0%
C=CCOc1ccc(Cl)cc1C(=O)O	-1%
COCCCN1C(=O)C(=O)/C(=C(/O)c2ccc(OC(C)C)cc2)C1c1cccnc1 (configuration not stated)	0%
COc1ccc(N(CC(=O)Nc2cccc(SC)c2)S(C)(=O)=O)cc1Cl	1%
C=CCn1c(CC(=O)OC)csc1=Nc1ccc(C(C)=O)cc1	-1%

New compounds follow:
SMILES	AmpC det inh
Cc1ccc2oc(=O)n(CCCOc3ccccc3)c2c1	-4%
Cc1ccc(N(CC(=O)N2CCN(c3ccc(F)cc3)CC2)S(=O)(=O)c2c(C)nn(C)c2C)cc1	12%
CCOC(=O)Cn1cc(C(=O)OC)c2ccccc21	-1%
CCCCC(=O)Nc1cccc2c1C(=O)N(c1ccccc1)C2=O	13%
O=C(CN1CCN(C(=O)c2cccs2)CC1)NC1CCCCC1	9%
CCOc1cc(C)c(Cl)cc1S(=O)(=O)N(CC)CC	-5%
COc1ccc(C(=O)CN2C3=NCCCN3c3ccccc32)cc1OC	7%
O=C(NCc1ccco1)c1ccc2c(=O)n(CC3CCCO3)c(=S)[nH]c2c1 (configuration not stated)	11%
Cc1nc2ccccc2c(=O)n1NC(=O)Nc1ccccc1	-2%
CC[C@@H](CO)NC(=O)[C@H]1C=C2c3cccc4[nH]cc(c34)C[C@H]2N(C)C1	-4%
CN(CC(=O)NCC1CCCO1)S(=O)(=O)c1cc(Cl)ccc1Cl (configuration not stated)	-3%
CC(C)[C@H](NC(=O)OCc1ccccc1)C(=O)N[C@H](C=O)Cc1ccccc1	-1%
CC(N=c1ccccn1C(=O)Nc1ccc(Cl)cc1)c1ccco1 (configuration not stated)	-5%
N#CCCN1CCN(S(=O)(=O)c2ccc(S(=O)(=O)N3CCOCC3)cc2)CC1	10%
CCN1CCN(Cc2ccc(NC(=O)Nc3ccc(SC)cc3)cc2)CC1	-6%
COCCn1c(=O)c(-c2ccc(F)cc2)nc2cnc(N(C)C)nc21	22%
Cc1ccccc1CSc1nnc(C)n1N	-2%
CC(C)NC[C@@H](O)COc1cccc2ccccc12	-5%
Cc1ccc(CC2CC(=O)N(CCc3ccc4c(c3)OCO4)C2=O)cc1 (configuration not stated)	6%
CS(=O)(=O)N1CCCC(C(=O)N2CCOCC2)C1 (configuration not stated)	3%
CCOC(=O)N1CCC(N2Cc3cccc(C(=O)Nc4cc(F)ccc4F)c3C2=O)CC1	5%
C=CCn1c(SCC(=O)Nc2ccc3c(c2)CCC3)nnc1-c1cccs1	-8%
CCN(CC)c1cc(Oc2ccccc2)ncn1	-3%
COc1ccc(CCCc2nnc(SCC(=O)Nc3nccs3)n2C)cc1C	4%
O=C(COC(=O)CCC(=O)c1cccs1)NCc1ccco1	1%
Cc1nc2c([nH]1)C1(CCN(Cc3ccccc3)CC1)C(C#N)=C(N)O2	-2%
CCC(=O)Nc1ccc(F)c(Cl)c1	5%

Some of the entries above, reformatted:
| SMILES | AmpC det inh |
| --- | --- |
| CCOc1cc(C)c(Cl)cc1S(=O)(=O)N(CC)CC | -5% |
| COc1ccc(C(=O)CN2C3=NCCCN3c3ccccc32)cc1OC | 7% |
| O=C(NCc1ccco1)c1ccc2c(=O)n(CC3CCCO3)c(=S)[nH]c2c1 (configuration not stated) | 11% |
| Cc1nc2ccccc2c(=O)n1NC(=O)Nc1ccccc1 | -2% |
| CC[C@@H](CO)NC(=O)[C@H]1C=C2c3cccc4[nH]cc(c34)C[C@H]2N(C)C1 | -4% |
| CN(CC(=O)NCC1CCCO1)S(=O)(=O)c1cc(Cl)ccc1Cl (configuration not stated) | -3% |
| CC(C)[C@H](NC(=O)OCc1ccccc1)C(=O)N[C@H](C=O)Cc1ccccc1 | -1% |
| CC(N=c1ccccn1C(=O)Nc1ccc(Cl)cc1)c1ccco1 (configuration not stated) | -5% |
| N#CCCN1CCN(S(=O)(=O)c2ccc(S(=O)(=O)N3CCOCC3)cc2)CC1 | 10% |
| CCN1CCN(Cc2ccc(NC(=O)Nc3ccc(SC)cc3)cc2)CC1 | -6% |
| COCCn1c(=O)c(-c2ccc(F)cc2)nc2cnc(N(C)C)nc21 | 22% |
| Cc1ccccc1CSc1nnc(C)n1N | -2% |
| CC(C)NC[C@@H](O)COc1cccc2ccccc12 | -5% |
| Cc1ccc(CC2CC(=O)N(CCc3ccc4c(c3)OCO4)C2=O)cc1 (configuration not stated) | 6% |
| CS(=O)(=O)N1CCCC(C(=O)N2CCOCC2)C1 (configuration not stated) | 3% |
| CCOC(=O)N1CCC(N2Cc3cccc(C(=O)Nc4cc(F)ccc4F)c3C2=O)CC1 | 5% |
| C=CCn1c(SCC(=O)Nc2ccc3c(c2)CCC3)nnc1-c1cccs1 | -8% |
| CCN(CC)c1cc(Oc2ccccc2)ncn1 | -3% |
| COc1ccc(CCCc2nnc(SCC(=O)Nc3nccs3)n2C)cc1C | 4% |
| O=C(COC(=O)CCC(=O)c1cccs1)NCc1ccco1 | 1% |
| Cc1nc2c([nH]1)C1(CCN(Cc3ccccc3)CC1)C(C#N)=C(N)O2 | -2% |
